High-throughput results: PubChem, several laboratories
Neddylation inh: blocks human cullin neddylation | P61081+Q13564 | calls only at 25 µM | 360,000 compounds, 0.58% hits | TR-FRET cullin neddylation, biochemical; in the data active means inhibition above about 36%
SUMO1 PPI mod: alters human SUMO1 binding to SIM partners; P63165; SUMO1 binding to a labelled peptide, TR-FRET, 1 h; inhibition, % at 20 µM; 360,000 compounds, 0.33% hits; in the data active means inhibition above about 37%
Target sequence (P63165 whole entry, looked up): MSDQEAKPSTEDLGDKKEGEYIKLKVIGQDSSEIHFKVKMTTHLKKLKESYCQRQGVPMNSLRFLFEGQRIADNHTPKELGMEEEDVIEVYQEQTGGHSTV
SKN-1 inh: inhibitors of C. elegans SKN-1. C. elegans VP596 Pgst-4::GFP/RFP ratio, acrylamide-induced, 24 h. inhibition, % at 21.8 µM. 360,000 compounds, 0.49% hits. AID 624304;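 active means interference check ratio from 0.5 to 1.5 plus GFP to RFP signal ratio inhibition reaching or exceeding a fixed threshold, cut at about 30% in these data, passing the limit was not always enough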; further: some compounds called inactive have numbers as strong as hits
DNMT1 block: DNMT1 (human) enzyme inhibition; P26358; DNMT1 molecular beacon, Hinp1I cleavage, fluorescence; inhibition (reported as % activation of signal), % at 10 µM; 360,000 compounds, 0.83% hits; AID 588458; in the data active means inhibition above about 50%
LMPTP inh: LMPTP (human) inhibition. recombinant LMPTP-A, OMFP fluorogenic substrate, fluorescence intensity. inhibition, % at 20 µM. 360,000 compounds, 0.22% hits;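 active means compounds that cut the enzyme signal by at least half of the control window in the single-dose screen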;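 further: plate controls were DMSO wells with enzyme plus substrate for no effect and substrate without enzyme for full effect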
Target sequence (P24666 whole entry, looked up): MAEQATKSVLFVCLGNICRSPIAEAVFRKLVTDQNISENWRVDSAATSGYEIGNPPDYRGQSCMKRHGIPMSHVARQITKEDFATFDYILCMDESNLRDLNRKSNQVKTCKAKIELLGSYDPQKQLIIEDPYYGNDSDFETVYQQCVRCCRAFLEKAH
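Test system: LMPTP-A phosphatase enzyme; input: 0.625 nM LMPTP-A final; reagent: OMFP substrate, 400 µM final; compound dosing: 20 µM single dose, 3% DMSO; incubation: 50 min dark incubation at room temperature; measured by: endpoint fluorescence intensity from OMFP dephosphorylation; measure: % inhibition relative to no-enzyme and uninhibited control wells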
STEP inh: STEP (human) phosphatase inhibition; P54829; 360,000 compounds, 0.25% hits; AID 588621; inhibition, % at 20 µM; recombinant STEP, OMFP fluorogenic substrate, fluorescence;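 active means inhibition at 20 µM, scaled per plate between control wells, above about 37%, limit read from the data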;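 further: 0% = DMSO with enzyme and substrate and 100% = substrate only without enzyme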
Target sequence (P54829 whole entry, looked up): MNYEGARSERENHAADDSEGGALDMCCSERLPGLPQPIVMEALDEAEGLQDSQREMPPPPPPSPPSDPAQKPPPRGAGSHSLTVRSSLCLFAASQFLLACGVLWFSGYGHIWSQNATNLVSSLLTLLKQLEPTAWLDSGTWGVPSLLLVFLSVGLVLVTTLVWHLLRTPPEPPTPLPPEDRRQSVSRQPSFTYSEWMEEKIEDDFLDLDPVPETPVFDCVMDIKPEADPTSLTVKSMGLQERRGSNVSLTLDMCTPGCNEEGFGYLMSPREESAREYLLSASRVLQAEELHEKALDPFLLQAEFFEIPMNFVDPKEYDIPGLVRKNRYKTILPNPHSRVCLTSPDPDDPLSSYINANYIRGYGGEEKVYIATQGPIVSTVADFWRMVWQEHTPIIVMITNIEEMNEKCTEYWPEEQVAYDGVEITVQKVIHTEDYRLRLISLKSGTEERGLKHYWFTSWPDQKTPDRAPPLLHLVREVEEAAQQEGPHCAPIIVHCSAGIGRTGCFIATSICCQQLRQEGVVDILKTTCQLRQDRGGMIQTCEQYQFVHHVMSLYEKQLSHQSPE
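System: isolated STEP enzyme; schedule: 20 min enzyme reaction at room temperature, protected from light; medium: Bis-Tris buffer pH 6.0, 2.5 mM DTT, 0.005% Tween 20; signal: fluorescence, 480/540 nm; dosing: single compound dose of 20 µM, 1% DMSO final; also added: OMFP substrate, 25 µM final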
Scp1 inh: inhibitors of human Scp-1 phosphatase; Q9GZU7; Recombinant Scp1, phosphopeptide, malachite green phosphate absorbance; inhibition, % at 20 µM; 340,000 compounds, 0.88% hits; AID 493091;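 active means inhibition above about 50% at 20 µM, limit read from the data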;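 further: plate controls were DMSO wells with enzyme for no effect and wells lacking enzyme for full effect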
Target sequence (Q9GZU7 76-261 limits assumed): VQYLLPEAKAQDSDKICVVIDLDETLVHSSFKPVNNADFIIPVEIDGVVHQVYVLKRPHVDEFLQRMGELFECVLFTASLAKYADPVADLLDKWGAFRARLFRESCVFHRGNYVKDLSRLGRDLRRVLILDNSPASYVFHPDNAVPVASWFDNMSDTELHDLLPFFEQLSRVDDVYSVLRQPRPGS
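Incubation: 45 min enzyme reaction at room temperature / System: truncated SCP-1 phosphatase (76-261aa) / Reagent: Phospho 17-mer peptide substrate / Buffer or medium: Acidic Tris acetate buffer with magnesium and detergent / Signal: absorbance at 630 nm / Doses: one concentration, 20 µM, with 1.0% DMSO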
NadD inh: NadD (S. aureus) enzyme inhibition; purified NadD enzyme, colorimetric absorbance read-out; inhibition, % at 20 µM; 360,000 compounds, 0.78% hits; AID 602399; in the data active means inhibition above about 26%; further: some compounds past the cut are filed as inactive
Tb MetRS inh: Trypanosoma brucei MetRS inhibition | purified T. brucei MetRS, ATP depletion, Kinase-Glo luminescence | inhibition, % at 11.9 µM | 360,000 compounds, 0.4% hits | AID 624268;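 active means inhibition above a per-plate cutoff of the control wells' mean inhibition plus 3 SD, cut at about 5.5% in these data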;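 further: 0% = DMSO wells median and 100% = median of wells with control inhibitor compound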
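Material – parasite MetRS enzyme · Medium – HEPES-MgCl2-KCl buffer plus DTT, spermine, BSA, pyrophosphatase · Reagent – ATP, methionine and E. coli bulk tRNA substrates · Times – 15 min enzyme-compound preincubation, 2 h reaction, 10 min detection, 25 °C · Measured by – luminescence of leftover ATP · Evaluation – percent inhibition relative to median high and low control wells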
CendR NRP1 mod: modulators of CendR peptide binding to human neuropilin-1; FAM-RPARPAR peptide binding to NRP-1, fluorescence polarization; inhibition, % at 25 µM; 360,000 compounds, 0.85% hits; AID 602438;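 active means inhibition or corrected inhibition above about 18%, plus a signal ratio from 0.5 to 1.5, limit read from the data, passing the limit was not always enough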; further: strong numbers were not always called active
Active calls of the source: *; i = inactive; · = not tested or not shown.

#1 Cc1cc(-c2csc(NC(=O)c3ccc(C#N)cc3)n2)c(C)n1Cc1ccco1
#2 CC(=O)c1cccc(NC(=O)C2Cc3c(-c4cccc(C(C)=O)c4)ccnc3O2)c1 (stereo unspecified)
#3 Cn1c(C(=O)N2CCN(C(=O)c3ccco3)CC2)cc2c(=O)n(C)c3ccccc3c21
#4 O=C(COC(=O)c1ccc([N+](=O)[O-])o1)Nc1ccc2c(c1)OC(F)(F)O2
#5 COc1ccccc1N1CCN(C2CCCN(C(=O)c3cscn3)C2)CC1 (stereo unspecified)
#6 CCNC(=O)C[C@@H]1CC[C@@H]2NC[C@@H](O)COC[C@H]2O1
#7 CCCNC(=O)N1CCN(Cc2ccco2)CC1
#8 Cn1c(CN2CCOCC2)nnc1SCc1ccc(C#N)cc1
compound no.,1,2,3,4,5,6,7,8
Neddylation inh,i,i,i,i,i,i,i,i
SUMO1 PPI mod,7,2,8,-29,0,-3,2,-1
SKN-1 inh,10,-2,8,-7,5,-2,-9,-8
DNMT1 block,10,10,1,3,3,·,2,0
LMPTP inh,0.2,-1.0,-0.9,0.4,-0.1,-2.8,-1.0,-0.4
STEP inh,1,-1,0,-1,0,·,-2,-3
Scp1 inh,4,·,-12,·,-5,·,-1,-10
NadD inh,34*,1,0,-2,2,·,-2,-3
Tb MetRS inh,-0.1,-0.4,0.2,-0.1,-0.1,-1.1,-0.4,2.2
CendR NRP1 mod,-14,-13,-11,-6,0,16,8,-3

#9 NC1=NC(=O)/C(=C/c2ccc(OCC(=O)O)cc2)S1
#10 CC(=O)C1=C(c2ccccc2)NC(=S)NC1c1ccc(O)c(O)c1 (stereo unspecified)
#11 Cc1ccc(Oc2ccc(OCC(=O)NC(CC(C)C)C(=O)O)cc2)cc1 (stereo unspecified)
#12 COc1ccc(-n2c(C)cc(=O)c3c2CC(C)(C)CC3=O)cc1
#13 Cc1ccc(-n2nnnc2SCC(=O)Nc2cccc(NC(=O)c3ccco3)c2)cc1C
#14 Cc1cc(CCCCCCCCc2cc(C)cc(=O)o2)oc(=O)c1
#15 COc1ccc(NC2CCCN(C(=O)c3ccc4nc(C)c(C)nc4c3)C2)cc1OC (stereo unspecified)
#16 CCCCCC(=O)NC(=S)Nc1ccc(N2CCOCC2)cc1
compound no.,9,10,11,12,13,14,15,16
Neddylation inh,i,i,i,i,i,i,i,i
SUMO1 PPI mod,-19,-1,4,0,-2,-8,-4,-2
SKN-1 inh,2,-4,-5,18,-12,0,12,10
DNMT1 block,0,11,1,3,-11,0,0,-5
LMPTP inh,-1.8,1.3,-1.8,0.4,3.7,-2.1,-1.1,0.7
STEP inh,0,0,-1,0,-5,-2,-1,0
Scp1 inh,0,6,2,-10,-7,-14,6,3
NadD inh,2,2,-2,1,-5,1,2,-3
Tb MetRS inh,0.7,-0.8,-0.1,-0.1,-0.1,-0.2,-1.1,0.6
CendR NRP1 mod,-3,6,-5,8,-7,13,6,7

#17 CCOC(=O)/C=C/C(=O)Nc1ccc(S(=O)(=O)N2CCc3ccccc32)cc1
#18 CCC(=O)N1c2ccccc2NC2=C(C(=O)CCC2)C1c1ccco1 (stereo unspecified)
#19 O=C(COC(=O)C1CCN(S(=O)(=O)c2ccc3c(c2)OCCO3)CC1)Nc1cccc2ccccc12
#20 CN(C)C(=O)/C(=C\c1cccc(Oc2ccccc2)c1)NC(=O)c1ccccc1
#21 CCN(CC)S(=O)(=O)c1cc(NC(=O)CSc2nccn2C)ccc1C
#22 COc1ccc(C(c2sc3nc(C)nn3c2O)N2CCC(O)CC2)cc1OC (stereo unspecified)
#23 CC(C)C1Nc2ccc(S(N)(=O)=O)cc2C2C=CCC21 (stereo unspecified)
#24 COc1ccccc1CNC(=O)Nc1nnc([C@H]2C[C@H](O)[C@@H](CO)O2)s1
compound no.,17,18,19,20,21,22,23,24
Neddylation inh,i,i,i,i,i,i,i,i
SUMO1 PPI mod,3,1,-2,0,3,-2,1,1
SKN-1 inh,-2,12,13,-2,-4,-8,5,-5
DNMT1 block,18,-1,1,0,0,2,-27,0
LMPTP inh,0.6,-0.4,-0.9,-1.0,-1.4,0.3,0.7,-3.3
STEP inh,-1,-4,1,0,4,1,-2,-1
Scp1 inh,-2,1,-2,-8,-6,-5,-3,·
NadD inh,3,1,0,-5,3,6,5,-3
Tb MetRS inh,-0.7,0.6,-0.4,-0.1,-0.8,0.7,-0.2,-0.1
CendR NRP1 mod,-14,13,0,-2,13,-2,-22,-10

#25 Cc1nnc(SCC(=O)NCC2CCCO2)n1Cc1ccccc1 (stereo unspecified)
#26 COc1ccc(CN2CCN(S(=O)(=O)c3ccc(F)cc3)CC2)c(OC)c1OC
#27 COc1ccc(/C=N/NC(=O)c2cccnc2)cc1COc1ccc(NC(C)=O)cc1
#28 Cc1cc(Br)cc2c1NC(=O)C2(O)CC(=O)c1ccco1 (stereo unspecified)
#29 CN(C)S(=O)(=O)c1ccc2c(c1)C(CC(=O)O)OC2=O (stereo unspecified)
#30 O=C1C2C3C=CC(CC3)C2C(=O)N1c1ccc(Cl)cc1 (stereo unspecified)
#31 CS(=O)(=O)N(CC(=O)N1CCN(c2ccccc2F)CC1)c1ccc2c(c1)OCCO2
#32 CC1OC2(OC1C)C(=O)Nc1ccccc12 (stereo unspecified)
compound no.,25,26,27,28,29,30,31,32
Neddylation inh,i,i,i,i,i,i,i,i
SUMO1 PPI mod,0,1,-15,2,4,4,-1,-1
SKN-1 inh,-9,5,7,12,-33,10,6,-12
DNMT1 block,1,1,-2,-6,91*,-4,-1,0
LMPTP inh,0.0,-1.1,-0.1,0.2,1.1,-1.5,-0.5,-2.2
STEP inh,1,-1,1,4,-1,-5,32,-4
Scp1 inh,2,-5,-8,-26,2,-2,-4,-4
NadD inh,2,-1,0,-6,1,-6,1,5
Tb MetRS inh,-0.2,0.8,-0.7,0.1,-1.6,-0.7,-0.3,-0.7
CendR NRP1 mod,7,-10,-20,1,7,14,-6,11

#33 NC(=O)c1ccc2c(c1)S(=O)(=O)c1ccccc1C2=O
#34 CC1(C)CC(CC(=O)O)CC(C)(C)N1
#35 COc1ccc(CNC(=O)[C@@H](C)NC(=O)C2CCN(C(=O)[C@@H](N)CCSC)CC2)cc1
#36 Cc1ccsc1C(=O)Nc1ccc(S(=O)(=O)N2CCOCC2)cc1
#37 CCOc1ccc(OCC)c(S(=O)(=O)NCCOC23CC4CC(CC(C4)C2)C3)c1
#38 CCCc1nc(NCc2ccccn2)c2nnn(Cc3ccccc3F)c2n1
#39 COc1cc(NC(=O)CN2C(=O)NC(C)(c3ccc4ccccc4c3)C2=O)c(C)cc1[N+](=O)[O-] (stereo unspecified)
#40 CCCC[C@H](CN(N=O)[C@@H](Cc1ccccc1)CN(C)N=O)N(CCc1ccccc1)N=O
compound no.,33,34,35,36,37,38,39,40
Neddylation inh,i,i,i,i,i,i,i,i
SUMO1 PPI mod,-38,3,0,2,-4,2,-13,0
SKN-1 inh,7,-2,22,-2,7,3,-6,-2
DNMT1 block,3,-3,-2,-1,0,1,-4,1
LMPTP inh,-2.0,-3.0,-6.3,0.7,3.2,0.3,2.2,2.5
STEP inh,3,-6,1,-3,2,6,1,5
Scp1 inh,-17,-4,1,-5,-18,1,-10,-4
NadD inh,-8,-7,3,-5,-8,-4,12,-15
Tb MetRS inh,-0.7,-0.7,0.1,-0.1,-0.7,-1.3,0.4,-0.3
CendR NRP1 mod,-1,-10,5,1,-2,-5,0,18

#41 Cn1nc(C(F)(F)F)c(C(=O)Nc2ccc(Cl)cc2)c1Cl
#42 CC1(NCc2ccc(Cl)cc2)COP(=O)(NCc2ccccc2)OC1 (stereo unspecified)
#43 COc1ccc(F)cc1S(=O)(=O)NC1CCCC1
#44 C/C(=N\NC(=O)c1sccc1-n1cccc1)c1cccs1
#45 O=C(Cc1cccc(NC(=O)C2CCCN(C(=O)C3CCCCC3)C2)c1)Nc1ccc(C(=O)N2CCOCC2)cc1 (stereo unspecified)
#46 COc1ccc(OC)c(-n2c(-c3ccccc3)n[nH]c2=S)c1
#47 COc1cc(NC(=O)c2ccc(NS(=O)(=O)c3c(C)noc3C)cc2)cc(OC)c1
#48 CCOC(=O)C1CCCN(C(=O)c2ccc(SC(F)(F)F)cc2)CC1 (stereo unspecified)
compound no.,41,42,43,44,45,46,47,48
Neddylation inh,i,i,i,i,i,i,i,i
SUMO1 PPI mod,41*,-11,2,-2,-1,-3,10,-4
SKN-1 inh,3,13,11,-5,2,-5,-15,-2
DNMT1 block,3,4,3,-3,-2,-2,-2,2
LMPTP inh,-1.1,-1.0,-1.4,0.9,-1.1,-0.3,1.0,0.1
STEP inh,-5,-3,-1,-4,0,1,-4,2
Scp1 inh,3,-10,16,-2,-4,-18,-10,·
NadD inh,0,-8,-4,-9,-1,4,-9,2
Tb MetRS inh,-1.1,-0.4,0.2,0.8,-0.7,-0.1,-0.7,-0.4
CendR NRP1 mod,3,-23,1,23,-8,9,9,23

#49 CCCc1nnc(NC(=O)Nc2ccc(OC)cc2)s1
#50 Cc1ccc(NC(=O)COC(=O)CN2CCCCCC2=O)c(C)c1
#51 CNC(=O)c1ccccc1Sc1ccccc1C#N
#52 CCOc1cc(NC(=O)c2ccccn2)c(OCC)cc1NC(=O)c1ccc(OC)cc1
compound no.,49,50,51,52
Neddylation inh,i,i,i,·
SUMO1 PPI mod,0,1,-2,-1
SKN-1 inh,0,2,-2,0
DNMT1 block,0,8,-3,-12
LMPTP inh,-0.2,-1.6,-2.0,2.1
STEP inh,-1,2,0,1
Scp1 inh,-9,-8,-1,-5
NadD inh,-4,-8,-1,-2
Tb MetRS inh,-0.7,-0.3,0.1,-0.3
CendR NRP1 mod,11,-2,32*,5

Arranged by value in SUMO1 PPI mod (largest number first): some entries from above
#50 Cc1ccc(NC(=O)COC(=O)CN2CCCCCC2=O)c(C)c1
#49 CCCc1nnc(NC(=O)Nc2ccc(OC)cc2)s1
#51 CNC(=O)c1ccccc1Sc1ccccc1C#N
compound no.,50,49,51
Neddylation inh,i,i,i
SUMO1 PPI mod,1,0,-2
SKN-1 inh,2,0,-2
DNMT1 block,8,0,-3
LMPTP inh,-1.6,-0.2,-2.0
STEP inh,2,-1,0
Scp1 inh,-8,-9,-1
NadD inh,-8,-4,-1
Tb MetRS inh,-0.3,-0.7,0.1
CendR NRP1 mod,-2,11,32*

Only Scp1 inh, for some of the entries so far:
item	mol	Scp1 inh
49	CCCc1nnc(NC(=O)Nc2ccc(OC)cc2)s1	-9
50	Cc1ccc(NC(=O)COC(=O)CN2CCCCCC2=O)c(C)c1	-8
51	CNC(=O)c1ccccc1Sc1ccccc1C#N	-1
52	CCOc1cc(NC(=O)c2ccccn2)c(OCC)cc1NC(=O)c1ccc(OC)cc1	-5
